Screening data: PubChem BioAssay, National Center for Advancing Translational Sciences (NCATS)
RXFP1 agonist: RXFP1 (human) receptor agonism | AID 2676 | HEK293T-RXFP1 cAMP TR-FRET, 30 min; response scale: percent of porcine relaxin response, buffer zero | Potency, µM (titrated, usually from 57.5 µM), for inactives: at the top dose activation, actives largely listed as activators | Q9HBX9 | 370,000 compounds, 0.3% hits; active means well fitted activation curve with a large enough effect; inconclusive means small, poorly fitted or top-dose-only effect; further: potency means the concentration at half of the fitted maximal effect; on the % scale 0 is the no-effect control and ±100 the full control effect; nearly all actives have a fitted effect of over 60% in size; many of its hits are not listed in these tables
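HEK293 cells stably expressing RXFP1, treated 30 min at 37C with compounds plus PDE4 inhibitor Ro 20174; cAMP measured by HTRF TR-FRET. Normalized to buffer and 29 nM porcine relaxin; EC50 by Hill fit.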
D2 antagonist: D2 dopamine receptor (human) antagonism; 340,000 compounds, 2% hits; inhibition, % at 10 µM; P14416; AID 485344; HEK293 TREx D2 cells, calcium flux, dopamine EC80; in the data active means inhibition above about 30%; further: 0% is about no effect
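In this primary screen, negative modulation is detected by tracking calcium flux after an EC80 dopamine challenge in inducible HEK293 T-REx D2 cells preexposed to test compound for 180 s.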
D2 potentiator: positively modulates the human D2 dopamine receptor allosterically; potentiation, % at 10 µM; AID 485347; HEK293 T-REx D2, calcium flux, EC20 dopamine potentiation; 340,000 compounds, 0.34% hits; P14416;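 active means potentiation over 3 SD above the plate norm, cut at about 30% in these data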; further: 0% is about no effect
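Tetracycline-induced HEK293 T-REx cells force-coupled to calcium signalling expressed D2; compounds were pin-added after a 10 s baseline, read kinetically 180 s, then an EC20 dopamine challenge followed with a further 180 s calcium read.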
D1 antagonist: antagonists of human D1 dopamine receptor; P21728; HEK293 TREx D1 cells, calcium flux, dopamine EC80; hits give low values; activity change, negative = inhibition, % at 10 µM; 360,000 compounds, 3.2% hits; in the data active means activity change below about -30%; further: on the % scale 0 is the no-effect control and ±100 the full control effect
Target sequence (P21728 whole entry, looked up): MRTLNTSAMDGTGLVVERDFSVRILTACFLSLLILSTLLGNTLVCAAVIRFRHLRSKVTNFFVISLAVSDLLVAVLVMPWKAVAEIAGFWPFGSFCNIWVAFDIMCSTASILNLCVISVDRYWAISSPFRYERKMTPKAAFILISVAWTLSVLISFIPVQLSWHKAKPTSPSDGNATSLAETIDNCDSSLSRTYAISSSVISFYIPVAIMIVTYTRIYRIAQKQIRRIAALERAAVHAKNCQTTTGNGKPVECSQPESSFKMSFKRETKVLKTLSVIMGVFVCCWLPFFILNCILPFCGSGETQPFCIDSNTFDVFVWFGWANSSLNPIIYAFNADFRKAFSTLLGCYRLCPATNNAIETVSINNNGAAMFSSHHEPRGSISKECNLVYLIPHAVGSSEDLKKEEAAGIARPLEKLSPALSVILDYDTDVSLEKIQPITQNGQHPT
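Antagonism measured as reduced calcium response to an EC80 dopamine addition following 180 s compound pre-read; cells were inducible HEK293 Trex D1 plated overnight at 30 C, read kinetically at 1 cycle/sec.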
D1 agonist: agonists of human D1 dopamine receptor | P21728 | HEK293 T-REx D1 cells, calcium flux, agonist mode | activation, % at 2 µM | 360,000 compounds, 1% hits; in the data active means activation above about 30%; further: 0% is about no effect
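Inducible HEK293 T-REx D1 cells, force-coupled to calcium signalling, were plated at 4000 cells/well with tetracycline and held overnight at 30 C. After no-wash calcium dye loading, compound-evoked calcium rise over 180 s flagged agonists.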
TRHR PAM: TRH receptor (human) allosteric enhancement. 360,000 compounds, 0.66% hits. TRHR cells, fluo-8 calcium fluorescence, EC20 TRH enhancement. enhancement, % at 2 µM. P34981. AID 493056; in the data active means enhancement above about 30%; further: 0% is about no effect
Target sequence (P34981 whole entry, looked up): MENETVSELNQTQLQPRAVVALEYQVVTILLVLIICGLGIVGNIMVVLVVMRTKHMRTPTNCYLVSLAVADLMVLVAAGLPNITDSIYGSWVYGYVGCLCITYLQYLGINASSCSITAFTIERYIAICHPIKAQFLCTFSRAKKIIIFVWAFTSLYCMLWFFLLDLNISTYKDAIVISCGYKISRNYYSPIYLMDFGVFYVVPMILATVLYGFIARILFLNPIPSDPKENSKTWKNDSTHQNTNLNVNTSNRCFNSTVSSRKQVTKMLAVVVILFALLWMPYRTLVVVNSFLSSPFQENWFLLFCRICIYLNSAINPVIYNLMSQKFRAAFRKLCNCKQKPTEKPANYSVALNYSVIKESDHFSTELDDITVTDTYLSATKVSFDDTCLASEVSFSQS
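TRHR-expressing cells loaded with fluo-8 calcium dye were read kinetically (ex 480/em 530) during compound addition, then stimulated with an EC20 of TRH (10 nM final). Enhancement of the Gq-mediated intracellular calcium response was scored.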
RXFP1 antagonist: RXFP1 (human) relaxin receptor antagonism; Q9HBX9; activity change, negative = inhibition, % at 57.5 µM; 350,000 compounds, 0.59% hits; HEK293-RXFP1, relaxin-stimulated cAMP HTRF, 30 min; hits give low values; AID 1259400;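 active means activity change of -60% or lower, but not beyond a set lower limit; inconclusive means change between -60% and -40%, or beyond the set limit; inactive means change above -40%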; further: on the % scale 0 is the no-effect control and ±100 the full control effect
D1 potentiator: enhances dopamine response at the human D1 receptor. P21728. HEK293 TREx D1 cells, calcium flux, dopamine EC20 potentiation. potentiation, % at 10 µM. 360,000 compounds, 0.036% hits; in the data active means potentiation above about 30%; further: 0% is about no effect
D2 ag: agonists of human D2 dopamine receptor. HEK293 T-REx D2 cells, calcium flux agonist mode. P14416. activation, % at 2 µM. 340,000 compounds, 0.53% hits;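 active means activation over 3 SD above normal in the single-dose calcium agonist read, cut at about 30% in these data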; further: 0% is about no effect
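Agonism scored from kinetic calcium signal (1 read/sec, 180 s) following compound pin transfer, after a 10 s baseline. Cells: HEK293 Trex line expressing inducible D2 receptor coupled to calcium, dye-loaded after overnight culture at 30 C.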
* = called active by the depositor; u = inconclusive; x = not tested or not shown.

SMILES	RXFP1 agonist	D2 antagonist	D2 potentiator	D1 antagonist	D1 agonist	TRHR PAM	RXFP1 antagonist	D1 potentiator	D2 ag
Cc1ccc(S(=O)(=O)N2CCOCC2)cc1C(=O)OCC(=O)NCc1ccc2c(c1)OCO2	3.9%	x	x	4	10	0	1	x	x
O=C(NCCNC(=O)C(c1ccccc1)c1ccccc1)c1ccco1	3.5%	-20	-3	-17	1	-3	24	2	1.9
COc1ccc(-n2cc(CNC3CCN(C)CC3)c(-c3cccc(F)c3)n2)cc1	-1.0%	1	-4	2	46*	9	u	-2	2.7
CCc1nnc(NS(=O)(=O)c2ccc(NC(=S)NC(=O)c3ccc(OC)c(OC)c3)cc2)s1	0.4%	5	-8	-2	2	-5	7	5	0.4
Cc1ccc(NC(=O)NCc2ccccn2)cc1	9.5%	59*	4	2	3	-2	1	1	-1.6
COc1cccc(NC(=O)CN2C(=O)c3ccccc3Sc3ncccc32)c1	1.4%	x	3	6	2	2	x	-3	0.5
CN(C(=O)c1ccc(=O)[nH]c1)C1(C(=O)NC2CCCCC2)CCCCC1	-0.1%	-20	-4	2	3	-14	12	0	0.1
CCn1cc(S(=O)(=O)c2cc(C)cc(C)c2)c(=O)c2cc(F)c(N3CCCCC3)cc21	0.4%	x	0	-4	1	4	-2	2	-0.8
NS(=O)(=O)c1ccc(CCNC(=O)c2ccccc2F)cc1	-0.5%	-7	-4	9	0	6	-6	-4	-0.4
Cc1ccc(Cl)cc1NS(=O)(=O)c1ccc2c(c1)NC(=O)C(C)C(=O)N2 (stereo not drawn)	6.9%	15	17	13	4	3	-2	-14	-0.4
COc1ccc(-n2c(SCC(=O)NCC3CCCO3)nc3c([nH]c4ccccc43)c2=O)cc1OC (stereo not drawn)	14%	-1	-2	3	6	-2	-1	-3	-0.7
COc1ccc(C)cc1S(=O)(=O)NCC(c1cccnc1)N1CCc2ccccc2C1 (stereo not drawn)	-1.9%	1	4	0	2	-2	9	0	0.2
O=C(CSc1nnnn1-c1ccccc1Cl)Nc1ccc2c(c1)OCCO2	0.7%	-15	1	-9	6	-2	-13	-7	1.8
O=C(O)c1ccc(Oc2ccc(C(F)(F)F)cn2)cc1	1.7%	-2	-6	34	-3	0	-36	-1	-0.1
O=C(Nc1cccc(O)c1)C1CC(c2c(F)cccc2Cl)=NO1 (stereo not drawn)	-2.4%	x	x	-7	2	2	0	0	x
O=C(Nc1c2c(nn1-c1ccccc1)CSC2)c1ccc(N2C(=O)CCC2=O)cc1	-0.5%	x	-6	11	2	1	4	4	x
Cc1ccc(N(Cc2ccccc2)C(=O)c2cccc(F)c2)cc1	-0.5%	-11	5	-3	2	-3	-40	-6	0.6
CCc1ccc(-c2nc(CN3CCCC(C(=O)NCc4ccc(C)cc4)C3)c(C)o2)cc1 (stereo not drawn)	2.1%	x	-1	-8	0	8	x	-1	1.7
CC(C)(C)NC(=O)C(c1ccc(F)cc1)N(Cc1cccs1)C(=O)c1ccc(CN2CCOCC2)o1 (stereo not drawn)	-0.6%	14	6	-8	0	-2	-10	0	0.4
O=C(NC1CCCCCCC1)c1cc([N+](=O)[O-])ccc1Cl	-1.0%	11	-3	-8	-1	-10	6	-4	-0.4
O=c1c(Cc2ccc(Cl)cc2Cl)c(O)ccn1Cc1ccncc1	1.4%	-9	17	x	1	-4	12	-4	2.9
COc1ccc(CCNC(=S)NCc2ccc(Cl)c(Cl)c2)cc1OC	0.6%	1	-11	-10	6	-5	-7	-11	4.2
Cc1cc(=O)[nH]c2nnc(-c3ccc(Br)cc3)n12	-0.5%	10	-4	0	3	-7	-4	4	1.1
CCOc1ccc(C2C([N+](=O)[O-])=C(C)N(C)C(=O)N2C)cc1OC (stereo not drawn)	1.0%	9	-1	-8	1	0	-5	1	0.3
COc1ccccc1CN1C[C@@H]2C[C@@H](c3ccccc3OC)N3CCC[C@@]23C1=O	1.3%	3	10	-7	1	8	-3	-5	-0.6
SMILES	RXFP1 agonist	D2 antagonist	D2 potentiator	D1 antagonist	D1 agonist	TRHR PAM	RXFP1 antagonist	D1 potentiator	D2 ag
CCN(CC)C1CCN(C(=O)CCc2nnc(CCCCc3ccccc3)o2)C1 (stereo not drawn)	1.2%	x	x	4	4	6	5	11	x
CCOc1ccc(C(=O)NC2CCN(C(=O)Nc3ccccc3OC)CC2)cc1	0.3%	24	7	37	0	-2	3	-3	0.4
O=C(O)CSC(=S)N1CCCC1	0.2%	-4	11	4	3	1	8	7	0.6
O=C(CN1CCOCC1)Nc1scc2c1c(=O)oc1ccccc12	2.8%	36*	-7	9	2	-10	-4	-2	0.0
Cn1c(CN2CCCCC2)nc2cc(NC(=O)c3ccc(F)cc3)ccc21	2.3%	28	-1	-5	1	-5	-31	-4	1.6
CCC(=O)N1CCc2cc(S(=O)(=O)N3CCN(c4ccccc4F)CC3)ccc21	-2.5%	x	-3	-1	0	-1	x	-5	1.2
CCNc1nc(NC(C)(C)C)nc(SCC(N)=O)n1	3.0%	-11	-8	x	0	0	9	2	-0.1
OC(COCCOc1ccc(Br)cc1)CN1CCCCC1 (stereo not drawn)	-1.3%	21	14	-15	12	13	8	-2	-0.7
CC(C)(C)OC(=O)NCCCCCNC(=O)c1[nH]cnc1C(=O)NC1CCN(C(=O)OC(C)(C)C)CC1	-0.5%	-1	21	7	-1	6	x	2	0.0
Cn1nc(C(=O)NCCN2CCOCC2)c2ccccc2c1=O	1.1%	-4	7	-5	3	4	-10	-6	-0.6
Cc1c(-c2nc(-c3ccccc3)no2)nnn1-c1ccc(F)c(Cl)c1	-1.2%	x	4	-6	1	-5	-4	0	0.3
Cc1ccc(Nc2cc(=O)[nH]c(=O)[nH]2)cc1Cl	0.4%	-2	6	4	3	6	-6	5	2.7
O=C(CN1CCC(O)(c2cccc(F)c2)CC1)NCCc1c[nH]c2ccccc12	0.0%	45*	-18	14	5	-2	-1	-7	-0.6
CC(=O)Nc1cccc(C(=O)OCC(=O)Nc2nnc(-c3ccccc3)o2)c1	0.9%	-1	5	3	3	-5	-5	10	0.3
O=C(Nc1nccs1)c1cc2c(s1)-c1ccccc1OC2	3.5%	1	4	-22	2	4	x	-2	0.7
O=C(CSc1nnc(NC(=O)c2ccc(S(=O)(=O)N3CCOCC3)cc2)s1)Nc1ccccc1C(F)(F)F	0.1%	1	-3	-12	1	17	x	0	0.2
COc1cccc(N(C(=O)Cn2nnc(-c3ccc(C)o3)n2)C(C(=O)NC2CCCC2)c2ccncc2)c1 (stereo not drawn)	0.3%	x	-42	3	4	-8	2	4	x
Cc1ccccc1-n1c(SCc2cc(=O)n3ccccc3n2)nc2[nH]ncc2c1=O	8.9%	-1	1	4	1	5	0	0	-0.3
CCCCN(c1ccccc1)S(=O)(=O)c1cccc(C(=O)O)c1	0.4%	-4	1	-3	1	-3	2	-2	-0.1
CC(=O)c1ccc(S(=O)(=O)N2CCC(NC(=O)c3ccccc3)CC2)cc1	0.3%	7	5	-13	1	2	-2	2	0.3
CCC(C)(C)NC(=O)C(c1cccc(OC)c1OC)N(CC(C)C)C(=O)CCC(=O)Nc1cc(C)on1 (stereo not drawn)	2.4%	11	-2	13	0	15	-29	-7	-0.4
COc1ccc(CCNC(=O)CSc2nnc3ccc(-c4cccnc4)nn23)cc1	25%	-9	2	5	0	6	16	-2	0.4
CC(=O)N1c2ccccc2C(=O)C1N1CCN(c2ccccc2F)CC1 (stereo not drawn)	0.2%	x	3	10	3	0	-16	-3	x
Cc1ccc(C(=O)Cn2nnc3ccccc32)cc1C	-0.6%	21	-1	-12	-2	2	14	1	-0.2
CCCS(=O)(=O)N1CCCC(C(=O)NCCN2CCCCC2C)C1 (stereo not drawn)	2.8%	0	-5	-42*	1	8	-8	-6	0.0
O=C(Cn1nc(-c2ccc(Cl)cc2)ccc1=O)NCC1CCCO1 (stereo not drawn)	-0.6%	1	7	-1	0	-1	x	3	0.4
CCOc1ccc(-c2nc(N)ncc2-c2ccccc2OC)c(O)c1	4.1%	35*	13	3	10	-9	-16	3	0.4
CCOc1cc(N2CCOCC2)c(OCC)cc1NC(=O)CN1C(=O)NC(C)(C2CC2)C1=O (stereo not drawn)	5.7%	8	-13	-6	3	-1	-3	5	0.5

Among those listed so far, 9 have a Cl atom:
SMILES	RXFP1 agonist	D2 antagonist	D2 potentiator	D1 antagonist	D1 agonist	TRHR PAM	RXFP1 antagonist	D1 potentiator	D2 ag
Cc1ccc(Cl)cc1NS(=O)(=O)c1ccc2c(c1)NC(=O)C(C)C(=O)N2 (stereo not drawn)	6.9%	15	17	13	4	3	-2	-14	-0.4
O=C(CSc1nnnn1-c1ccccc1Cl)Nc1ccc2c(c1)OCCO2	0.7%	-15	1	-9	6	-2	-13	-7	1.8
O=C(Nc1cccc(O)c1)C1CC(c2c(F)cccc2Cl)=NO1 (stereo not drawn)	-2.4%	x	x	-7	2	2	0	0	x
O=C(NC1CCCCCCC1)c1cc([N+](=O)[O-])ccc1Cl	-1.0%	11	-3	-8	-1	-10	6	-4	-0.4
O=c1c(Cc2ccc(Cl)cc2Cl)c(O)ccn1Cc1ccncc1	1.4%	-9	17	x	1	-4	12	-4	2.9
COc1ccc(CCNC(=S)NCc2ccc(Cl)c(Cl)c2)cc1OC	0.6%	1	-11	-10	6	-5	-7	-11	4.2
Cc1c(-c2nc(-c3ccccc3)no2)nnn1-c1ccc(F)c(Cl)c1	-1.2%	x	4	-6	1	-5	-4	0	0.3
Cc1ccc(Nc2cc(=O)[nH]c(=O)[nH]2)cc1Cl	0.4%	-2	6	4	3	6	-6	5	2.7
O=C(Cn1nc(-c2ccc(Cl)cc2)ccc1=O)NCC1CCCO1 (stereo not drawn)	-0.6%	1	7	-1	0	-1	x	3	0.4

Only part of the results is shown; the hit share may differ from the screen's.
